Phagocytosis inh: inhibitors of macrophage phagocytosis, primary screen, imaging, J774A.1 cells, IgG beads. J774A.1 macrophage IgG-bead phagocytosis. inhibition, % at 5 µM. 110,000 compounds, 0.07% hits;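 active means inhibition above the mean of the plate negative controls plus 5 SD, cut at about 13% in these data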;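 further: phagocytic index as fraction of beads internalized from green versus red external bead signal; plate controls were DMSO negative control for no effect and cytochalasin-D positive control for full effect; some results beyond the cut were filed as inactive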
Measles CPE: compounds protecting cells from measles virus cytopathic effect, primary screen, measles RdRp inhibitor project, single point, MLSMR library, absorbance. 140,000 compounds, 1.5% hits. protection (pct of control), % at 4 µM. Measles virus-infected cells, CPE protection; in the data active means protection mostly above about 24%, no sharp cut-off; inactive means mostly below about 26%; further: some compounds called inactive have numbers as strong as hits
Yeast growth inh: growth inhibitors of yeast BB579 in restrictive medium, primary screen, yeast lifespan-shortening project, S. cerevisiae | AID 804, 2007 | OD615, 48 h | 140,000 compounds, 0.51% hits | inhibition, % at 10 µM;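 active means inhibition above a set limit, 3 SD over the mean compound inhibition, cut at about 44% in these data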; further: inactives centre near -24
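System: DeaD yeast strain BB579; buffer or medium: CSMM-D dextrose restrictive medium; technique: OD at 615 nm; schedule: 4 h cell preincubation, 48 h compound exposure, 30 °C humidified; doses: single 10 µM dose; controls: amphotericin B 10 µg/mL, positive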
GALR2 blocker: GALR2 antagonists in receptor-expressing cells, primary screen. Galanin receptor type 2 (Homo sapiens), O43603. antagonist mode. inhibition, % at 4 µM. 140,000 compounds, 0.39% hits; in the data active means inhibition above about 27%;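 further: cells stimulated with galanin 1-16 at roughly its EC80; 0% = agonist challenge control and 100% = basal control without agonist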
Target sequence (O43603 whole entry, looked up): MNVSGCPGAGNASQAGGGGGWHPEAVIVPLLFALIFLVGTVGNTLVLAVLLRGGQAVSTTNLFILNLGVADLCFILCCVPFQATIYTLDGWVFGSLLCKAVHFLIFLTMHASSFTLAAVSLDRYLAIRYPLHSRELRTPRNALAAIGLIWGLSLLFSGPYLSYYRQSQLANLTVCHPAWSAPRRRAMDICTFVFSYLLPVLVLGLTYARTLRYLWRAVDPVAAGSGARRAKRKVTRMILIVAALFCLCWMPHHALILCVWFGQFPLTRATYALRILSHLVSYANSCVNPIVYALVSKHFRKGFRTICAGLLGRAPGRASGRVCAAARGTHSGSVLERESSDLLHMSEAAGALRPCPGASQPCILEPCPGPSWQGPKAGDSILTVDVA
HCT116 PTEN-null: growth suppression of PTEN-null HCT116, primary screen, cell-based, CellTiter-Glo. viability, % at 10 µM. AID 827, 2007. HCT116 PTEN-null viability, 60 h; hits give low values. 140,000 compounds, 1.2% hits;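 active means viability at or below a set limit, 4 SD under the median of all tested compounds, cut at about 3.7% in these data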;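 further: PTEN knockout HCT116 line with beta catenin targeted HCT116 as companion control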
MRP-1 activ: H69AR viability gain despite doxorubicin, primary screen, MRP-1 activator project, H69AR cells, CellTiter-Glo; AID 799, 2007; 140,000 compounds, 0.61% hits; viability rescue; viability increase, % at 10 µM;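 active means viability gain under doxorubicin at or above a set limit, the compound median plus 3 SD, cut at about 4.7% in these data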;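 further: MRP-1 overexpressing cells given doxorubicin 25 µM after compound pretreatment; 18-22 h compound pretreatment then 72 h with doxorubicin before readout; 0% = doxorubicin-only wells and 100% = vehicle-treated cells without doxorubicin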
NPY Y2 blocker: NPY-Y2 receptor antagonists, primary screen, cell-based; 140,000 compounds, 0.99% hits; AID 793, 2007; inhibition, % at 2.7 µM; NPY-Y2 expressing cells, antagonist mode; in the data active means inhibition above about 17%;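 further: 0% = vehicle with agonist challenge and 100% = reference antagonist with challenge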
Target sequence (P49146 whole entry, looked up): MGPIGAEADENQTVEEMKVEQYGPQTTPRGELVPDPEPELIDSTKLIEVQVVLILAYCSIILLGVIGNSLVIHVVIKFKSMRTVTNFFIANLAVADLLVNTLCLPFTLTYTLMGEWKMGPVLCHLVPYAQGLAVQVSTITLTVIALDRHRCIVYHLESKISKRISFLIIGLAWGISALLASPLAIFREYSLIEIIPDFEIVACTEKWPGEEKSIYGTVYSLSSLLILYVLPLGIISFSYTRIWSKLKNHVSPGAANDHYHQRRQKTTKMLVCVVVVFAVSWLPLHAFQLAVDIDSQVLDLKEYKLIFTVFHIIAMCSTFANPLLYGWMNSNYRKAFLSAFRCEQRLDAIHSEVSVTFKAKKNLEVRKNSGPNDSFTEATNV
HCT116 bCat-KO: primary screen for growth suppressors in beta-catenin knockout HCT116 cells (colon tumor, human); HCT116 beta-catenin knockout viability, CellTiter-Glo, 60 h; hits give low values; viability, % at 10 µM; 140,000 compounds, 1.5% hits; AID 818, 2007;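 active means viability at or under a set limit, the compound median less 4 SD, cut at about 6% in these data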;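 further: 0% = Hyamine 1622 control at 20 µM and 100% = untreated cell control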
E-sel TNF inh: E-selectin induction blockers in HUVEC – imaging, immunofluorescence, high content, primary screen; HUVEC TNFa-induced E-selectin immunofluorescence; inhibition, % at 2 µM; 120,000 compounds, 0.71% hits; AID 1246, 2008;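 active means inhibition above the batch mean plus 3 SD, and confirmed as a hit on visual image review, cut at about 43% in these data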;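 further: 0% = TNF-stimulated DMSO wells and 100% = unstimulated control wells; not every result past the cut was called active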
Yeast life ext: compounds extending yeast replicative lifespan, primary screen, S. cerevisiae, OD615; S. cerevisiae growth with nicotinamide; deaD strain in restrictive glucose medium; inhibition of the nicotinamide effect, % at 10 µM; 130,000 compounds, 0.68% hits; AID 775, 2007;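 active means inhibition above a set limit, placed 3 SD over the median of all compounds, cut at about 26% in these data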;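 further: 0% = nicotinamide-treated wells and 100% = cells grown without nicotinamide; some compounds called inactive have numbers as strong as hits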
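Test system – modified budding yeast, DeaD strain · Compound – single dose 10 µM compound, 0.25% DMSO · Times – culture preincubation 4 h, compound exposure 48 h, both 30 °C · Detection – optical density (absorbance) at 615 nm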
Numbers without * were called inactive; . = not tested or not shown.

SMILES	Phagocytosis inh	Measles CPE	Yeast growth inh	GALR2 blocker	HCT116 PTEN-null	MRP-1 activ	NPY Y2 blocker	HCT116 bCat-KO	E-sel TNF inh	Yeast life ext
CCCC(C(=O)NC1CCCC1)N(C(=O)Cn1nnc(-c2ccc(C)o2)n1)c1ccccc1OC (centres undefined)	0	8	-9	-2	79	-1.2	8	80	.	-5
CC1=C(C(=O)OCc2ccccc2)C(c2ccc(Cl)cc2Cl)NC(=O)N1CCCCCC(=O)O (centres undefined)	.	18	-28	-16	88	-3.6	2	90	5	10
COc1ccccc1NC(=O)N(Cc1cc2cc(OC)c(OC)cc2[nH]c1=O)CC1CCCO1 (centres undefined)	-2	16	2	9	70	-3.0	5	77	3	-11
Cc1cc(NC(=O)C2C3C=CC(C3)C2C(=O)O)no1 (centres undefined)	-3	4	-2	6	97	-1.0	0	104	-2	-11
Cc1ccc(N(Cc2ccc(C(=O)NC3CCCCC3)cc2)S(C)(=O)=O)cc1C	0	103*	-42	5	77	-1.9	1	71	0	-10
COc1ccccc1NS(=O)(=O)c1cc(NC(=O)c2ccc(=O)[nH]c2)ccc1N1CCOCC1	.	6	-45	4	79	-1.0	0	69	.	0
CN1C(=O)c2ccc(N3CCCC3)cc2C1=O	-1	7	7	-3	97	-2.1	1	98	-36	-9
CCN(CC)S(=O)(=O)c1ccc(OC)c(NS(=O)(=O)c2ccc(F)cc2)c1	-2	3	20	-6	86	-2.3	0	86	32	-15
Cn1c(=O)c2cc(S(=O)(=O)NCCC(=O)NC3CCCCCCC3)ccc2n(C)c1=O	-3	5	-31	-3	85	-2.6	0	81	.	-10
CCC1(C)CC(CCNS(=O)(=O)c2ccc(C)cc2)(c2ccc(C)cc2)CCO1 (centres undefined)	.	10	-53	2	47	-5.6	4	35	-10	-15
COc1ccc([N+](=O)[O-])cc1NC(=O)C(C)OC(=O)/C=C/c1ccco1 (centres undefined)	-3	2	-70	-4	85	-1.4	9	92	8	-7
O=C(Cn1c(=O)n(-c2ccccc2)c(=O)c2sccc21)N1CCCC1	-1	11	-19	1	102	-1.0	-1	95	-16	-4
O=c1[nH]c(CSc2nc3ccccc3o2)nc2c1cnn2-c1ccccc1	1	19	-69	-11	88	-2.2	9	92	-15	-3
Cc1ccccc1-n1nc(C)c2cc(C(=O)NCc3cccnc3)sc21	-1	9	-28	-9	69	-2.5	6	57	-8	-12
CC(C)n1c(/C=C/c2ccccc2)nc2ccccc21	-3	3	4	14	57	-2.2	5	71	-9	-1
CC[C@@H](C)[C@H](NC(=O)C1CCN(C(=O)[C@@H](NS(=O)(=O)c2ccc(C)cc2)C(C)C)CC1)C(=O)O	-2	7	-18	-1	91	-2.2	-1	91	-1	-10
C=CCOc1ccc(C2C(C#N)=C(N)N(Nc3ccccc3)C3=C2C(=O)CCC3)cc1OC (centres undefined)	2	17	-22	-7	57	-4.5	1	57	-41	2
CSc1cccc(NC(=O)CCCOc2ccccc2)c1	-5	12	4	2	100	-3.0	7	92	-19	-7
O=C(CCl)N(c1ccccc1)C1CCS(=O)(=O)C1 (centres undefined)	-10	14	-10	24	4	-6.0	-1	8	11	10
Cc1ccc(OCCCN2CCCC2)c(C)c1	.	15	-8	-8	89	-2.4	2	90	-5	-4
COC(=O)N1CCN(S(=O)(=O)c2ccc(F)cc2)CC1	.	25	-33	-8	98	-1.8	2	95	-11	-6
CCOC(=O)c1c(C(=O)OCC)c(C)n(CCc2ccccc2)c1C	-3	5	-47	4	104	-0.4	6	93	-11	-1
CN(CC(=O)NCCc1ccccc1)S(=O)(=O)c1cccc2nsnc12	1	6	-25	10	97	-1.3	4	97	-13	9
c1ccc(-c2csc(Nc3cccnc3)n2)nc1	0	8	-33	7	100	-1.6	-2	105	13	-16
COC(=O)CNc1c(-c2ccccc2)nc2ccc(Br)cn12	0	6	12	0	99	-0.2	3	99	-10	-17
O=C1C(Cc2ccccc2)S/C(=N/N=C/c2ccco2)N1c1ccccc1 (centres undefined)	.	2	-17	-3	97	1.2	1	96	29	-4
CC(=O)c1nn(-c2cccc(Br)c2)cc1C(=O)c1ccc(Cl)cc1	-3	8	-43	-10	75	-4.8	7	62	.	2
O=C(NNC(=S)NC1CCCCC1)c1cccs1	-5	13	7	10	96	-2.5	1	99	18	-1
Cc1oc2ccc(OCc3ccccc3F)cc2c1C(=O)O	0	4	-56	5	95	-0.6	10	95	-7	-6
COc1ccc2nc(Nc3nc(-c4cc5ccccc5oc4=O)cs3)sc2c1	1	5	-2	6	5	-4.1	0	9	.	-2
Cc1cccc(NC(=S)NC2CC3CCCC(C2)N3CC(C)C)c1C (centres undefined)	.	3	-14	-14	70	-6.3	5	64	16	.
CCOc1ccc(N2C(=O)CC(NCc3ccc(F)cc3)C2=O)cc1 (centres undefined)	0	6	-20	-21	101	-1.1	-1	81	-6	13
Cc1ccc2nc(SC(C(=O)Nc3ccc(F)cc3)c3ccccc3)[nH]c2c1 (centres undefined)	-11	8	-14	-6	61	-2.9	1	67	.	-2
CC1=CC(C)(C(Cl)Cl)C(C)=CC1=O (centres undefined)	.	4	-33	3	101	-0.3	3	99	0	.
Cc1ccc(CNC(=O)CN(C2CCCCC2)S(C)(=O)=O)cc1	.	9	-12	4	91	-0.9	-1	87	-32	.
CN1c2ccccc2C(C)(C)C12C=Nc1c(cc(N3CCOCC3)c3ccccc13)O2 (centres undefined)	.	13	5	16	68	-5.0	1	46	1	-2
CCOC(=O)C1=C(C)NC(=S)N(C(C)=O)C1c1ccc(Cl)cc1 (centres undefined)	.	24	-13	-2	0.9*	-4.9	0	1.1*	5	.
O=C(CCC(NC(=O)OCc1ccccc1)C(=O)OCC(=O)N1CCCCC1)OCC(=O)N1CCCCC1 (centres undefined)	-1	16	-63	-3	104	-0.3	4	99	11	-10
CCc1nc(N=Nc2c(O)[nH]c3ccccc23)c2c3c(sc2n1)CCC3	-5	2	-30	5	94	-1.1	1	94	-34	0
NS(=O)(=O)c1ccc(-c2ccc(C=NC3CCS(=O)(=O)C3)o2)cc1 (centres undefined)	-1	10	-19	6	95	-1.0	0	97	.	-14
O=C(Nc1ccccc1Cl)N1CCN(c2ccccn2)CC1	.	18	-26	-3	94	-2.5	0	101	3	-3
Cc1c(C(=O)NCc2cccnc2)sc2nc(-c3ccc(F)cc3)cn12	-2	11	0	11	83	-0.5	5	82	-5	-5
Cc1ccc(-n2cc3c(-c4cccc(Br)c4)nnc(C)c3n2)cc1	-1	3	-11	-8	64	-2.8	9	72	22	-3
COCCNC(=O)CSc1nc2ccccc2c2nc(C)nn12	0	12	-19	-3	93	-1.1	0	83	-35	0
O=C(NN1C(=O)c2ccccc2C1=O)C1C2CCCCC21 (centres undefined)	-4	29	-18	4	114	2.3	1	95	.	41*
O=C(NCc1cccnc1)c1ccc(COc2cccc3ccccc23)o1	-2	3	-38	1	64	-3.1	2	74	-8	-20
N#Cc1nc(-c2cccs2)oc1NCc1ccc(Cl)cc1	0	2	-16	-3	102	0.9	1	109	-2	-6
Fc1ccc2c(c1)C(c1ccncc1)=NNC(c1ccc(Br)cc1)=N2	0	3	-17	-3	87	-1.0	2	83	5	-6

Exported as a markdown table: six of the compounds above.
| SMILES | Phagocytosis inh | Measles CPE | Yeast growth inh | GALR2 blocker | HCT116 PTEN-null | MRP-1 activ | NPY Y2 blocker | HCT116 bCat-KO | E-sel TNF inh | Yeast life ext |
| --- | --- | --- | --- | --- | --- | --- | --- | --- | --- | --- |
| Cc1c(C(=O)NCc2cccnc2)sc2nc(-c3ccc(F)cc3)cn12 | -2 | 11 | 0 | 11 | 83 | -0.5 | 5 | 82 | -5 | -5 |
| Cc1ccc(-n2cc3c(-c4cccc(Br)c4)nnc(C)c3n2)cc1 | -1 | 3 | -11 | -8 | 64 | -2.8 | 9 | 72 | 22 | -3 |
| COCCNC(=O)CSc1nc2ccccc2c2nc(C)nn12 | 0 | 12 | -19 | -3 | 93 | -1.1 | 0 | 83 | -35 | 0 |
| O=C(NN1C(=O)c2ccccc2C1=O)C1C2CCCCC21 (centres undefined) | -4 | 29 | -18 | 4 | 114 | 2.3 | 1 | 95 | . | 41* |
| O=C(NCc1cccnc1)c1ccc(COc2cccc3ccccc23)o1 | -2 | 3 | -38 | 1 | 64 | -3.1 | 2 | 74 | -8 | -20 |
| N#Cc1nc(-c2cccs2)oc1NCc1ccc(Cl)cc1 | 0 | 2 | -16 | -3 | 102 | 0.9 | 1 | 109 | -2 | -6 |

Following part
SMILES	Phagocytosis inh	Measles CPE	Yeast growth inh	GALR2 blocker	HCT116 PTEN-null	MRP-1 activ	NPY Y2 blocker	HCT116 bCat-KO	E-sel TNF inh	Yeast life ext
CSCCC(NC(=O)c1ccccc1)C(=O)N/N=C(\C)c1ccccc1 (centres undefined)	.	16	-24	3	83	-2.6	2	93	.	6
O=C(Nc1ccccc1)c1sc2cc(C(F)(F)F)cnc2c1-c1cccs1	.	5	-37	3	65	-0.3	11	96	22	-4
Cc1cccc(C)c1OCCCN1CCCC1	.	21	-2	-6	103	-0.1	5	105	-4	-4
COc1ccc(O)c(/C=C(\C#N)C(=O)Nc2cccnc2)c1	-10	7	-3	-6	108	1.8	4	101	-10	-11
Oc1c(Br)cc(Cl)cc1C=Nc1ccccc1Br	-3	28	65*	11	95	-2.9	1	99	-19	16
COC(=O)C1Sc2[nH]c(=O)sc2C(c2ccc(Cl)cc2)C1C(=O)OC (centres undefined)	-1	10	0	2	70	-2.4	1	90	-6	-8
CCOC(=O)N1CCN(C(=O)CN(c2ccccc2OC)S(=O)(=O)c2ccc(C)cc2)CC1	1	7	-26	6	102	-4.0	0	99	1	-4
COc1cc(C2C(C#N)=C(N)OC3=C2C(=O)CC(C)(C)C3)ccc1OC(=O)N1CCOCC1 (centres undefined)	0	8	-21	-5	106	-1.1	2	100	-5	-25
Cc1ccc(NCc2nnc(SC(C)C(=O)N/N=C/c3ccc(C)o3)n2-c2ccccc2)cc1 (centres undefined)	.	7	-42	0	97	-0.5	2	92	-17	-1
O=c1c2c(nc3n1CCCCC3)sc1c(O)c(Br)ccc12	0	2	-68	-5	98	0.7	6	108	4	-8
Cc1nn(Cc2ccc([N+](=O)[O-])cc2)c(=O)n1-c1cccc(F)c1	.	4	-56	10	78	-2.9	-1	86	-1	-18
CC(=O)Nc1ccc(OCC(O)CN2CCCCC2C)cc1 (centres undefined)	-9	4	-41	-3	97	0.9	-1	92	.	8
CSc1ccccc1NC(=O)c1c(C)noc1C	.	17	-84	-9	107	-1.1	1	106	8	-17
CC1CCN(CCC(=O)Nc2ccc3c(c2)CCC3)CC1	.	8	-20	1	87	-4.1	5	88	13	.
